Screens (PubChem BioAssay)
E-selectin induc = induces E-selectin expression in human endothelial cells; P16581; HUVEC E-selectin immunofluorescence imaging; normalized: neutral wells 0, TNF-alpha wells 100; activation, % at 7.58 µM; 260,000 compounds, 0.37% hits; AID 686992;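 active = mean E-selectin-positive cell signal at least 10% of the positive control, reached in at least 60% of replicates, without over 20% cell loss; inconclusive = no rule given, readout overlaps actives, possibly toxicity-flagged; inactive = the rest, including those meeting only one limit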;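 note: in these data hits start at about 27%; measured in HUVEC primary endothelial cells; signal is the percent of cells scored E-selectin positive by PE staining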
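Material: HUVEC primary endothelial cells; Amount: 3,000 cells per well; Dosing: single concentration; Medium: EGM-2 growth medium on 0.1% gelatin-coated wells; Read-out basis: percent E-selectin-positive cells; Signal: immunofluorescence imaging; Control set: TNF-alpha, DMSO.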
SIRT5 inh = inhibitors of human sirtuin-5 desuccinylase; Q9NXA8; Purified SirT5, succinyl-peptide AMC, trypsin-coupled fluorescence; inhibition, % at 15 µM; 330,000 compounds, 1.1% hits; in the data active = inhibition above about 15%; inconclusive = no clear call, values can overlap the other calls
Target sequence (Q9NXA8 whole entry, looked up): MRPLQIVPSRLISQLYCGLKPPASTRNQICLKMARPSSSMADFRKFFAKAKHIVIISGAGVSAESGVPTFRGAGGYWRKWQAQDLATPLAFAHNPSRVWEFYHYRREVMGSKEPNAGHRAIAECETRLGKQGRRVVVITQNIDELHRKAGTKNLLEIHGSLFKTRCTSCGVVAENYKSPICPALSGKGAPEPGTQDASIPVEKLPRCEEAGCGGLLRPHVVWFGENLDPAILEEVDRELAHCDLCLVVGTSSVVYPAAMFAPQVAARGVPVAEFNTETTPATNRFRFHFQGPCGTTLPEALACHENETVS
ERp5 block = ERp5 (human) disulfide isomerase inhibition | 350,000 compounds, 0.05% hits | AID 651711 | Q15084 | inhibition, % at 9.99 µM | ERp5 insulin aggregation, absorbance 650 nm, 90 min;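 active = mean replicate inhibition above about 25%, with every replicate also reaching it, limit read from the data, passing the limit was not always enough; inconclusive = only one of those two criteria met; inactive = neither criterion met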
Target sequence (Q15084 whole entry, looked up): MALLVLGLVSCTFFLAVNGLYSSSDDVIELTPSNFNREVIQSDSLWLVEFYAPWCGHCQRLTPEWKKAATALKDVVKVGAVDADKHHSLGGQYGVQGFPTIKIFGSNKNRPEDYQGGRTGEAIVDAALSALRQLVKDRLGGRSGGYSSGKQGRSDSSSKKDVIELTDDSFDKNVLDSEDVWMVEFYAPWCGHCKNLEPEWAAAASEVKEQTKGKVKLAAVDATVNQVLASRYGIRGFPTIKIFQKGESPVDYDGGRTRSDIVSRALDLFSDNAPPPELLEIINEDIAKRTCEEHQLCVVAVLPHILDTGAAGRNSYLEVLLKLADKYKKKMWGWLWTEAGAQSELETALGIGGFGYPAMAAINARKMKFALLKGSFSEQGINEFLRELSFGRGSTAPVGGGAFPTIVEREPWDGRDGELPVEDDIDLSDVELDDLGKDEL
Statin myotox sup = suppression of simvastatin myotoxicity | C2C12 myotubes + simvastatin, ATP luminescence, 48 h; scaled: DMSO 0, geranylgeraniol control 100 | 330,000 compounds, 0.78% hits | AID 602340 | rescue of ATP level, % at 7.49 µM;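 active = mean ATP rescue above about 67%, or every replicate alone reaching that limit, limit read from the data, passing the limit was not always enough; inconclusive = no clear call, values can overlap the other calls; inactive = mean under the limit and some replicate under it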;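 note: myotubes were challenged with 10 µM simvastatin during compound exposure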
S100A4 MyoIIA = blocks human S100A4 binding to myosin IIA peptide; S100A4/TAMRA-MyoIIA peptide fluorescence polarization; inhibition, % at 10.7 µM; 360,000 compounds, 0.14% hits;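 active = mean inhibition of at least 70% across replicates, with every replicate also reaching that level; inconclusive = mean inhibition reaches 70% but some replicates fall short; inactive = mean inhibition below 70%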
Target sequence (P26447 whole entry, looked up): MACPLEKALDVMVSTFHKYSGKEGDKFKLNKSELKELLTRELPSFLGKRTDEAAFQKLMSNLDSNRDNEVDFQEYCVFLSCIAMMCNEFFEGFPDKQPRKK
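System – human S100A4 monomer protein, biochemical binding assay · Buffer or medium – Calcium-containing HEPES buffer, pH 7.2 · Timing – 5 min between mix addition and reading · Also added – TAMRA-labelled myosin IIA heavy-chain peptide probe, 5 nM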
PglD inh = blocks C. jejuni PglD acetyltransferase activity; purified PglD enzyme, DTNB colorimetric CoA detection; inhibition, % at 12.5 µM; 360,000 compounds, 0.098% hits; in the data active = inhibition above about 16%, passing the limit was not always enough; inconclusive = no clear call, values can overlap the other calls; note: strong numbers were not always called active
DENV2 CPE rescue = DENV2-induced cell death inhibition; DENV2-infected cells, cytopathic effect rescue, plate reader; CPE inhibition, % at 9.99 µM; 350,000 compounds, 1.7% hits; in the data active = CPE inhibition above about 20%, passing the limit was not always enough; inconclusive = no clear call, values can overlap the other calls; tested in BHK-21 cells;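 note: 0% = median of neutral control wells and 100% = median of positive control wells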
The depositor's hits bear a star; ? = inconclusive; · = no result given; & = joins results of further samples. This is a subset. The share of hits here may be higher or lower than overall.

The opening 14 records, to show the layout:
SMILES	E-selectin induc	SIRT5 inh	ERp5 block	Statin myotox sup	S100A4 MyoIIA	PglD inh	DENV2 CPE rescue
Cc1ccc(CNC(=O)C2COc3ccccc3O2)cc1 (stereo not drawn)	·	-1	-4	·	-4	·	-2
C[C@H]1CN([C@@H](C)CO)S(=O)(=O)c2ccc(C#CCN(C)C)cc2O[C@H]1CN(C)CC1CC1	-1.9	2	-2	10	52	2	2
CCc1ccc(CN2CCC(C(=O)Nc3ccc(Oc4ccccc4)nc3)CC2)o1	·	-3	-8	0	-1	1	?
Cc1ccc(NC(=O)COC(=O)C2(C)CC2(Cl)Cl)cc1S(=O)(=O)N1CCOCC1 (stereo not drawn)	-1.5	-4	1	-13	-4	-1	0
COc1ccc(NC(=O)CN(C)C(=O)c2ccc(N3CCCCC3)c([N+](=O)[O-])c2)cc1	·	-2	-3	0	58	-1	-3
O=C(COc1ncnc2ccccc12)Nc1ccc(S(=O)(=O)N2CCOCC2)cc1	3.1	-5	-2	·	-5	0	2
CC(=O)NS(=O)(=O)c1ccc(NC(=O)c2cccc(OCc3c(C)noc3C)c2)cc1	·	-3	-2	-8	3	3	2
Cc1ccc(COn2nnc3ccc(S(=O)(=O)N4CCOCC4)cc32)cc1	-1.6	-1	0	-1	-6	0	-10
O=C(O)COc1ccc(F)cc1Br	-0.2	-3	1	8	2	·	?
C[C@@H]1CN([C@@H](C)CO)C(=O)c2cc(NC(=O)CCC(F)(F)F)ccc2O[C@@H](C)CCCCO[C@@H]1CN(C)S(=O)(=O)c1ccc(F)cc1	·	8	-1	·	1	3	-3
O=C(Nc1ccccc1)N1C[C@H]2[C@@H](c3ccccc31)[C@@H](CO)N2C(=O)c1cccnc1	-0.2	3	2	20	-1	2	3
CCc1ccc(N2C(=O)CC(N3CCN(Cc4ccc5c(c4)OCO5)CC3)C2=O)cc1 (stereo not drawn)	·	5	1	3	-16	·	-2
C[C@H]1CN([C@@H](C)CO)C(=O)c2cc(NS(=O)(=O)c3cccs3)ccc2O[C@@H]1CN(C)C(=O)NC1CCCCC1	·	5	-6	7	-2	-2	-2
Cc1cc(NCCCO)n2nc(-c3cccs3)cc2n1	7.9	-7	3	2	7	·	3

All compounds of this part, from the start:
SMILES	E-selectin induc	SIRT5 inh	ERp5 block	Statin myotox sup	S100A4 MyoIIA	PglD inh	DENV2 CPE rescue
Cc1ccc(CNC(=O)C2COc3ccccc3O2)cc1 (stereo not drawn)	·	-1	-4	·	-4	·	-2
C[C@H]1CN([C@@H](C)CO)S(=O)(=O)c2ccc(C#CCN(C)C)cc2O[C@H]1CN(C)CC1CC1	-1.9	2	-2	10	52	2	2
CCc1ccc(CN2CCC(C(=O)Nc3ccc(Oc4ccccc4)nc3)CC2)o1	·	-3	-8	0	-1	1	?
Cc1ccc(NC(=O)COC(=O)C2(C)CC2(Cl)Cl)cc1S(=O)(=O)N1CCOCC1 (stereo not drawn)	-1.5	-4	1	-13	-4	-1	0
COc1ccc(NC(=O)CN(C)C(=O)c2ccc(N3CCCCC3)c([N+](=O)[O-])c2)cc1	·	-2	-3	0	58	-1	-3
O=C(COc1ncnc2ccccc12)Nc1ccc(S(=O)(=O)N2CCOCC2)cc1	3.1	-5	-2	·	-5	0	2
CC(=O)NS(=O)(=O)c1ccc(NC(=O)c2cccc(OCc3c(C)noc3C)c2)cc1	·	-3	-2	-8	3	3	2
Cc1ccc(COn2nnc3ccc(S(=O)(=O)N4CCOCC4)cc32)cc1	-1.6	-1	0	-1	-6	0	-10
O=C(O)COc1ccc(F)cc1Br	-0.2	-3	1	8	2	·	?
C[C@@H]1CN([C@@H](C)CO)C(=O)c2cc(NC(=O)CCC(F)(F)F)ccc2O[C@@H](C)CCCCO[C@@H]1CN(C)S(=O)(=O)c1ccc(F)cc1	·	8	-1	·	1	3	-3
O=C(Nc1ccccc1)N1C[C@H]2[C@@H](c3ccccc31)[C@@H](CO)N2C(=O)c1cccnc1	-0.2	3	2	20	-1	2	3
CCc1ccc(N2C(=O)CC(N3CCN(Cc4ccc5c(c4)OCO5)CC3)C2=O)cc1 (stereo not drawn)	·	5	1	3	-16	·	-2
C[C@H]1CN([C@@H](C)CO)C(=O)c2cc(NS(=O)(=O)c3cccs3)ccc2O[C@@H]1CN(C)C(=O)NC1CCCCC1	·	5	-6	7	-2	-2	-2
Cc1cc(NCCCO)n2nc(-c3cccs3)cc2n1	7.9	-7	3	2	7	·	3
CCOc1ccc(CCNC(=O)c2cccc(-n3cnnn3)c2)cc1OCC	-1.8	-2	-4	-3	-8	1	1
Cc1ccc(C)c(S(=O)(=O)c2c(C)cc(C)[nH]c2=O)c1	0.1	-2	3	2	0	-1	-4
C[C@H](CO)N1C[C@H](C)[C@@H](CN(C)C(=O)c2ccncc2)OCc2ccccc2-c2ccccc2C1=O	-0.1	4	5	-11	2	2	1
C[C@H]1CN([C@@H](C)CO)C(=O)c2cc(NC(=O)Nc3ccccc3)ccc2O[C@@H]1CN(C)Cc1ccc2c(c1)OCO2	-0.2	1	-1	-34	7	2	6
CSc1nc(C(=O)N2CCCC(N3CCN(c4ccccc4C)CC3)C2)cs1 (stereo not drawn)	·	-2	1	3	-2	-3	4
O=C(NN=Cc1cccc(O)c1O)c1ccccc1	0.7	1	1	·	3	·	-12
O=C(/C=C/c1ccc(F)cc1)NC(=S)N1CCCCC1c1cccnc1 (stereo not drawn)	0.0	·	0	-4	-11	-4	-5
CCCC#Cc1ccc2c(c1)O[C@@H](CN(C)C(=O)Nc1ccccc1F)[C@@H](C)CN([C@H](C)CO)S2(=O)=O	0.2	3	-1	23	-1	7	2
CC(C)c1ccc(CN2CCC2(C)C(=O)Nc2cccc(Oc3ccccc3)c2)cc1 (stereo not drawn)	1.1	-1	9	-7	-2	3	-7
Cc1noc(C)c1NC(=O)Nc1cccc2c1O[C@@H](CN(C)C)[C@H](C)CN([C@H](C)CO)C2=O	·	-5	4	-2	-2	2	12
COc1cc(CSC)nc(-c2ccccc2)n1	·	-1	1	6	3	7	-3
CO[C@H]1CN(C)C(=O)c2ccc(NS(=O)(=O)c3ccccc3)cc2OC[C@@H](C)N(Cc2nccs2)C[C@H]1C	0.0	-2	-1	-2	7	1	3
CCNC(=O)[C@H]1[C@H](CO)[C@H]2Cn3c(ccc(C4=CCCC4)c3=O)[C@@H]1N2C(=O)CC	-1.7	-17	0	-23	1	3	0
OC[C@H]1[C@@H](c2ccc(-c3cncnc3)cc2)[C@@H]2CN(CC3CCOCC3)CCCCN12	0.2	-2	2	24	-6	2	-9
C[C@@H]1CN([C@@H](C)CO)C(=O)c2cc(C#CCc3ccccc3)cnc2O[C@@H]1CN(C)Cc1cccnc1	-0.3	3	-4	-3	25	-4	-9
CC1CCN(C(=O)Cn2c3ccccc3c3nc4n(c(=O)c32)CCCS4)CC1	·	-1	0	4	1	4	-2
O=C(c1ccccn1)N1CC2(C1)[C@H](c1ccccc1)[C@H](CO)N2Cc1ccc(Cl)cc1	-0.3	3	-3	·	2	·	13
CC1Sc2ccc(S(=O)(=O)CCC(=O)NCc3ccccc3)cc2NC1=O (stereo not drawn)	1.8	-5	-3	1	-1	4	-1
O=C(C[C@@H]1C=C[C@@H](NC(=O)Cc2cccnc2)[C@@H](CO)O1)NCc1ccc2c(c1)OCO2	0.1	1	-3	-2	-2	0	2
CCCCCCN1C[C@@H](n2cc(C3CC3)nn2)[C@H](O)C[C@@H]1c1ccc(Cl)cc1	4.0	0	1	17	1	0	9
CCOc1ccc(OCc2ccc(C(=O)N(C)c3ccccc3)o2)cc1	0.2	-1	-5	-7	4	28*	3
O=S(=O)(c1cccc(-c2nc3ccccc3s2)c1)N1CCCC1	·	-1	1	-26	1	1	-1
O=C(Cc1ccccn1)N[C@@H]1C=C[C@H](CC(=O)N2CCCCC2)O[C@@H]1CO	1.2	0	2	-14	0	-2	0
O=C1c2ccccc2C(=O)N1CC(O)CNc1ccc(Br)cc1 (stereo not drawn)	·	-4	1	·	0	-4	2
C[N+]1=C2CCCCCN2C(O)(c2ccccc2)C1 (stereo not drawn)	·	4	-1	9	-3	1	2
CCOC(=O)N1CCN(C(=O)CCl)CC1	0.0	·	-1	·	0	·	10

Results in SIRT5 inh, PglD inh and DENV2 CPE rescue (two entries from above):
| compound | SIRT5 inh | PglD inh | DENV2 CPE rescue |
| --- | --- | --- | --- |
| CC1Sc2ccc(S(=O)(=O)CCC(=O)NCc3ccccc3)cc2NC1=O (stereo not drawn) | -5 | 4 | -1 |
| O=C(C[C@@H]1C=C[C@@H](NC(=O)Cc2cccnc2)[C@@H](CO)O1)NCc1ccc2c(c1)OCO2 | 1 | 0 | 2 |

The list goes on.
SMILES	E-selectin induc	SIRT5 inh	ERp5 block	Statin myotox sup	S100A4 MyoIIA	PglD inh	DENV2 CPE rescue
CCOc1ccc2nc(N3CCC(C(=O)NCCCN4CCOCC4)CC3)sc2c1	2.1	-1	-5	-1	2	2	-3
CC(=O)c1ccc(N2CCN(C(=O)Nc3ccc(C)cc3)CC2)cc1	0.6	1	4	4	-2	-2	-1
CO[C@H]1CN(C)C(=O)c2ccc(NC(=O)Nc3cccc(F)c3)cc2OC[C@H](C)N(C(=O)Nc2c(C)noc2C)C[C@@H]1C	-0.1	·	3	2	1	-1	-4
CC(c1ccccn1)N(Cc1ccco1)C(=S)Nc1cccc(F)c1 (stereo not drawn)	-0.3	-3	3	4	-6	5	-1
CC1CC(C)CN(S(=O)(=O)c2ccc(C(=O)Nc3nnc(C4CC4)o3)cc2)C1 (stereo not drawn)	0.5	1	-3	-5	-5	-7	0
CCCCOC(=O)c1sc2nc(N3CCOCC3)c3c(c2c1N)CC(C)(C)OC3	6.3	24*	7	·	5	·	-3
O=P(OC1CCCCC1)(OC1CCCCC1)C(Nc1ccccc1)c1cccnc1 (stereo not drawn)	-2.2	1	1	-24	5	-27	-2
COC(=O)Cn1c(CN2CCN(c3ccccc3F)CC2)nc2c1c(=O)n(C)c(=O)n2C	·	5	-2	22	-6	3	-3
Cc1cccc(NC(=O)C(C)SCc2ccccc2)c1 (stereo not drawn)	·	12	-9	5	-8	-1	-2
COc1ccc(S(=O)(=O)NCCc2csc(-c3cccnc3)n2)cc1	0.0	-1	-6	3	-5	-4	0
CCS(=O)(=O)N1Cc2cc(C(=O)NCCOC)nc(-c3cccc(-c4ccncc4)c3)c2[C@H]1CCO	5.4	1&-4	-1&1	20	1&8	5	7&5
O=C(NC[C@H]1N[C@H](CO)[C@@H]1c1ccc(C2=CCCC2)cc1)C1CCCC1	0.2	2	-3	·	-9	·	16
O=C(Cc1coc2ccc3ccccc3c12)NC1CCCc2ccccc21 (stereo not drawn)	·	1	2	·	-9	1	-11
Cn1c(-c2ccccc2)cc(=NNS(C)(=O)=O)c2cc(S(=O)(=O)O)ccc21	0.2	4	-5	0	-2	0	3
Cc1ccc(S(=O)(=O)Nc2ccc3c(c2)C(=O)N([C@@H](C)CO)C[C@H](C)[C@@H](CN(C)C(=O)C2CCCCC2)OCCCC[C@@H](C)O3)cc1	-0.1	11	0	·	-1	-2	13
C[C@@H]1CN([C@@H](C)CO)C(=O)c2cc(NS(=O)(=O)c3cn(C)cn3)ccc2O[C@@H](C)CCCCO[C@H]1CN(C)S(=O)(=O)c1cn(C)cn1	0.5	0	-2	·	2	5	?
COc1ccc(NC(=O)N(C)C[C@H]2Oc3ccc(NS(=O)(=O)c4cn(C)cn4)cc3CC(=O)N([C@H](C)CO)C[C@@H]2C)cc1	0.0	5	-5	19	35	4	13
Cc1ccc(C2N(c3cccc(Cl)c3)C(=O)C3CCCN32)o1 (stereo not drawn)	0.0	-1	-3	·	-10	-5	-4
Cc1nnc(NC(=O)c2cc(-c3ccco3)nc3ccccc23)s1	·	4	-2	-1	-8	1	3
CCc1nnc(NC(=O)c2nc(S(=O)(=O)Cc3cccc(C)c3)ncc2Cl)s1	·	0	1	-93	-4	3	4
